Assay outcomes from PubChem.
UTI89 phage lysis: inhibition of K1F phage lysis, E. coli UTI89, bacterial capsule biogenesis inhibitors, alamar blue (AID 488966). inhibition, % at 100 µM; hits with a dose series show IC50 in µM. actives 0.02% (n = 340,000). E. coli UTI89 K1F phage lysis, alamar blue, 2 h; higher % means a stronger effect;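 active means phage lysis inhibition, versus mean bacterial control, above a set limit; inconclusive means no clear call, values can overlap the other calls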;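 further: capsule biogenesis inhibitors block K1F phage lysis so surviving cells raise fluorescence; higher fluorescence means more inhibition of phage lysis; actives were called in the ten point dose series up to 300 µM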
Myeloid diff 2: induction of myeloid progenitor differentiation, primary screen, cell-based, flow cytometry, MLPCN library; ER-HoxA9 myeloid progenitors, lysozyme-GFP differentiation; calls only at 10 µM; actives 1% (n = 360,000); AID 624256, 2012;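 active means normalized GFP-positive differentiation at or above the plate's own cutoff, the solvent-only control mean plus 3 SD; inconclusive means no clear call, values can overlap the other calls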;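 further: cells exposed to compound for four days before flow analysis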
Myeloid diff 2 GFP+ MAC1+ %: also measured in Myeloid diff 2; calls as there; GFP+ MAC1+ double positive, %; measured here: differentiation confirmed by MAC1 staining
* = called active by the depositor; i = inactive; ? = inconclusive; · = not tested or not shown; + = active, no number; [ ] = dose if it differs, or a comment. Only part of the results is shown (hit frequency here may not be typical).

Each structure is followed by: UTI89 phage lysis, Myeloid diff 2, Myeloid diff 2 GFP+ MAC1+ %
1) Cc1ccc(S(=O)(=O)N2CCN(CCc3ccncc3)CC2)cc1
→ 3.2%, i, 1.1
2) CC(C(=O)NCc1cccs1)N1CCN(S(=O)(=O)c2ccc3c(c2)OCCCO3)CC1 (stereo unspecified)
→ 0.8%[50 µM], i, 0.5
3) O=C(NCC1(N2CCCCC2)CCCCC1)c1cccc(S(=O)(=O)Nc2ccc(F)cc2)c1
→ 0.5%, i, 0.8
4) COc1cc(-c2nc3cc(C)ccn3c2NC2CCCCC2)ccc1-c1ccc(C(C)=O)cc1
→ 1.4%, +, 0.9*
5) COc1ccc(Cl)cc1NC(=O)COC(=O)c1ccc(C)o1
→ 0.9%[50 µM], i, 0.0
6) COc1ccccc1OCC(=O)NNC(=O)Nc1ccccc1
→ 0.6%, i, 0.7
7) O=C(c1ccc(Cl)cc1)c1cccc(O)c1
→ 0.2%, i, 1.6
8) CC(C)(C)OC1NS(=O)(=O)OCC1NCOC(Cl)(Cl)Cl (stereo unspecified)
→ -1.8%, i, 0.9
9) N#Cc1ccccc1S(=O)(=O)N1CCN(c2nc(-c3cccnc3)nc3ccccc23)CC1
→ 0.2%[50 µM], i, 0.9
10) C=C(CC[C@@H](O)C(C)(C)O)[C@H]1CC[C@]2(C)[C@@H]1CCC1[C@@]3(C)CCC(=O)C(C)(C)C3CC[C@]12C (stereo partly specified)
→ 0.7%, i, 0.4
11) O=C(c1cccc([N+](=O)[O-])c1)N1CCN(c2ncccn2)CC1
→ 0.2%, i, 1.1
12) NC(=O)C12C(=O)NC(=O)C1(C(=O)O)C21CCCC1 (stereo unspecified)
→ 3.0%, i, 0.9
13) NC(=O)C1CCN(CC(O)CSc2ccc(F)cc2)CC1 (stereo unspecified)
→ 0.1%, i, 0.3
14) Cc1ccc(N=C2SCCCN2C(=O)c2cccc(N3C(=O)CCC3=O)c2)cc1Cl
→ 0.1%[50 µM], i, 0.5
15) COc1ccc(-c2ccc3oc(-c4ccsc4)cc(=O)c3c2)cn1
→ 0.1%, i, 0.4
16) CCC1(O)C(=O)OCc2c1cc1n(c2=O)Cc2cc3cc(O)ccc3nc2-1 (stereo unspecified)
→ 4.0%, ?, ·
17) CCOC(=O)N1CCN(c2nnc(-c3ccccc3)c3ccccc23)CC1
→ 0.2%, i, 1.6
18) CCCCN(C(=O)C1CC(=O)N(c2ccc(C)cc2)C1)c1c(N)n(CCC)c(=O)[nH]c1=O (stereo unspecified)
→ 0.3%[50 µM], i, 0.5
19) CC(=O)c1c(C)[nH]c(C(=O)OCC(=O)N2CCc3ccccc3C2)c1C
→ 0.3%[50 µM], i, 0.8
20) O=C(CN1C(=O)c2ccccc2C1=O)OCc1nc2ccsc2c(=O)[nH]1
→ 0.6%[50 µM], i, 0.6
21) O=C(O)c1cccc2c1-c1c(cccc1[N+](=O)[O-])C2
→ -0.6%, i, 2.3
22) Cc1cc(C)nc(N/N=C/c2c(CO)cnc(C)c2O)n1
→ -0.2%, i, 1.3
23) CC(C)C[C@H]1CN([C@@H](CC(C)C)CN2CCCC2CN2C(=S)NC[C@@H]2Cc2ccc(O)cc2)C(=S)N1CC1CCCCC1 (stereo partly specified)
→ 0.4%, i, 1.0
24) C=CCn1c(SCC(=O)N(CC)C2CCS(=O)(=O)C2)nc2sc3c(c2c1=O)CCC3 (stereo unspecified)
→ 1.5%[50 µM], i, 0.8
25) COc1cc(NC(=O)[C@@H]2CCCN(S(=O)(=O)c3cccc4cccnc34)C2)cc(OC)c1OC
→ -1.2%, i, 1.9
26) O=C(CN1C(=O)NC2(CCCc3ccccc32)C1=O)c1ccccc1F (stereo unspecified)
→ 1.0%, i, 0.7
27) COc1ccc(CSc2ccc(-c3nc4ccccn4c3NCc3ccccc3)cc2OC)cc1
→ 3.2%, i, 0.7
28) Cc1ccc(S(=O)(=O)N2[C@@H](c3ccc(Br)cc3)C(C(=O)O)=CC[C@H]2c2ccc3c(c2)OCO3)cc1
→ -0.2%, i, 0.5
29) Cc1csc(=O)n1CC(=O)Nc1ccc(C(C)C)cc1
→ 1.1%[50 µM], i, 0.8
30) O=C(Cn1nnc(-c2ccccc2)n1)Nc1cccc(S(=O)(=O)N2CCOCC2)c1
→ 1.3%[50 µM], i, 1.5
31) Cc1ccc(C)c(NC(=O)CN(C)C(=O)C2COc3ccccc3O2)c1 (stereo unspecified)
→ 0.0%[50 µM], i, 0.2
32) COc1cc(OC)cc(-c2oc(=O)c3cc(OC)c(OC)cc3c2C#CCCCO)c1
→ 1.9%, i, 2.8
33) N#Cc1ccccc1NC(=O)COc1ccccc1C(=O)Nc1ccccc1
→ 0.1%[50 µM], i, 1.3
34) Cc1ccc(NC(=O)C2CC(=O)N(C(C)c3ccccc3)C2)cc1 (stereo unspecified)
→ 0.1%[50 µM], i, 0.6
35) COc1ccc(CNC(=O)COC(=O)C2CC2C)cc1OC (stereo unspecified)
→ 1.3%[50 µM], i, 0.5
36) COc1cccc(CNc2ccc(S(=O)(=O)N3CCCC3)cn2)c1
→ 0.2%[50 µM], i, 0.2
37) Cc1noc(C)c1NC(=O)Nc1ccc2c(c1)C(=O)N([C@H](C)CO)C[C@H](C)[C@@H](CN(C)S(=O)(=O)c1ccccc1)O2
→ 3.1%, i, 1.0
38) COc1ccc(C(=O)COC(=O)c2cc3ccccc3oc2=O)c(OC)c1
→ 0.9%[50 µM], i, 1.1
39) CC1CC(C)CN(C(=O)COC(=O)CN2C(=O)c3ccccc3C2=O)C1 (stereo unspecified)
→ -1.3%, i, 0.7
40) Fc1ccc(CN2CCN(c3ncnc4scc(-c5ccc(F)cc5)c34)CC2)cc1
→ 0.0%, i, 0.7
41) CC(C)(C)OC(=O)N1CCN(C(=O)c2ncn(Cc3ccccc3)c2C(=O)N2CCN(C(=O)OC(C)(C)C)CC2)CC1
→ 0.7%, i, 1.3
42) O=C(NC[C@H]1CCCO1)c1cccc2c1C(=O)c1ccc(-c3ccc(F)cc3OCc3ccccc3)cc1S2(=O)=O
→ 0.1%, i, 1.9
43) CN(CC(=O)Nc1c(Cl)cccc1Cl)C(=O)c1cc(-c2cccs2)nn1-c1ccccc1
→ -0.4%, i, 1.5
44) CSCc1ccc(C(=O)NCC(c2cccs2)N2CCOCC2)cc1 (stereo unspecified)
→ 0.9%[50 µM], i, 0.9
45) Cc1cc(NC(=O)CCn2c(=O)sc3ccccc32)no1
→ 0.2%, i, 5.9
46) CC(C)C[C@H]1CNC(=S)N1CC1CCCN1C[C@H](CC(C)C)N1C[C@H](Cc2ccc(O)cc2)N(CC2CCCCC2)C1=S (stereo partly specified)
→ 0.3%, i, 1.0
47) CC(C)[C@@H](C(=O)OCC(=O)c1ccc2c(c1)NC(=O)CO2)N1C(=O)c2ccccc2C1=O
→ -0.1%, i, 0.8
48) N#CC1(NC(=O)CSc2nncn2-c2ccccc2F)CCCC1
→ -0.1%, i, 0.6
49) O=c1[nH]cc(S(=O)(=O)N2CCN(c3cccc(Cl)c3)CC2)c(=O)[nH]1
→ 2.1%[50 µM], i, 0.7
50) COc1ccc(-c2csc(NC(CO)c3nc4ccccc4n3Cc3ccc(C)cc3)n2)cc1 (stereo unspecified)
→ 1.1%, i, 3.9

Remaining list, next part
Each structure is followed by: UTI89 phage lysis, Myeloid diff 2, Myeloid diff 2 GFP+ MAC1+ %
51) Cc1nn(C(=O)c2cccc([N+](=O)[O-])c2)c(C)c1Cl
→ -0.2%, i, 0.4
52) CCN1C[C@@H]2[C@@H]3C(=O)N(C)C(=O)[C@@H]3[C@](Cc3ccccc3)(C(=O)OC)N2C1=NCc1ccccc1
→ 0.3%, i, 0.8
53) COC1CCCN(C(=O)c2ccc3nc(Cc4cccc(Cl)c4)oc3c2)C1 (stereo unspecified)
→ 0.1%, i, 1.0
54) CC[C@@H]1[C@H]2CCCC(=O)N3CC[C@@H](C[C@@H]1OC(=O)NCc1ccccc1)[C@@H]23
→ 0.1%, i, 0.8
55) COC(=O)c1ccc(-c2c(-c3ccccc3)ncc3cc(OC)c(OC)cc23)cc1
→ -0.7%, i, 1.2
56) Cc1cc(C)c(C(=O)C(C)OC(=O)Cn2cnc3c2c(=O)n(C)c(=O)n3C)cc1C (stereo unspecified)
→ 1.3%[50 µM], i, 0.5
57) Nn1c(SCC(=O)NC2CCCCCC2)nnc1C(F)(F)F
→ -0.3%, i, 1.4
58) O=C(NCCSSCCNC(=O)c1ccccc1)c1ccccc1
→ -3.3%, i, 0.9
59) CC1CC(C)(C)CC2(C1)NC(=O)N(CC(=O)Nc1c(F)cccc1F)C2=O (stereo unspecified)
→ 1.0%[50 µM], i, 1.0
60) COc1cc2nc(N3CCN(C(=O)OCc4ccccc4)[C@H](C(=O)NC(C)(C)C)C3)nc(N)c2cc1OC
→ 2.7%, i, 3.7
61) O=C(NCC(c1ccco1)N1CCc2ccccc21)c1c(F)cccc1F (stereo unspecified)
→ 0.6%[50 µM], i, 0.8
62) COc1ccc(S(=O)(=O)N2CCCCC2)cc1NC(=O)Cn1cnc2ccccc2c1=O
→ -0.5%[50 µM], i, 0.9
63) CCc1noc(C)c1C(=O)Nc1nc(-c2cc(OC)ccc2OC)cs1
→ 0.5%[50 µM], i, 0.2
64) COc1ccc(C(CNC(=O)c2ccc(NS(=O)(=O)c3ccccc3)cc2)N2CCOCC2)cc1 (stereo unspecified)
→ 1.1%[50 µM], i, 0.7
65) Cc1nc(-c2ccc(F)cc2)c(CC(=O)N(C)CC(=O)Nc2ccc(Br)cc2C)s1
→ -1.1%[50 µM], i, 0.5
66) CC(C)(C)OC(=O)C[C@@H]1C/C=C\C[C@H](CC(=O)N(CCO)Cc2ccccc2)C(=O)N[C@H](C(C)(C)C)COC1=O
→ 0.5%, i, 1.6
67) Cc1onc(-c2ccccc2Cl)c1C(=O)N(C)CC(=O)Nc1ccc(F)c(F)c1F
→ 1.1%[50 µM], i, 0.3
68) O=C(NC1CCCC(C(F)(F)F)C1)c1ccc([N+](=O)[O-])o1 (stereo unspecified)
→ 0.1%[50 µM], +, 2.3*
69) Cc1ccc(C)c(S(=O)(=O)N2CCN(Cc3cc4c(cc3O)OCO4)CC2)c1
→ 0.3%[50 µM], i, 0.3
70) COc1ccccc1C(=O)NCCC(=O)NCC(c1ccccc1OC)N1CCCC1 (stereo unspecified)
→ 1.4%[50 µM], i, 0.8
71) C#CCOCCOCCOCCNc1nc(N2CCN(C(=O)CCCCCCCCCCNC(=O)[C@@H](CCSC)n3cc(CCO)nn3)CC2)nc(N2CCN(C(=O)CCCCCCCCCCNC(=O)[C@H](CCCN=C(N)N)n3cc(C[C@@H](C)CC)nn3)CC2)n1
→ 1.1%, i, 1.9
72) COc1ccc2[nH]c3c(c2c1)CCN1C(=O)N([C@@H](C)C(=O)NCCc2ccc(F)cc2)C(=O)[C@]31C
→ 7.2%, i, 3.1
73) COc1ccc(-c2c(-c3cc(OC)cc(OC)c3)n(C)c3ccc(-c4ccc5cc[nH]c5c4)cc23)cc1
→ 1.3%, i, 1.0
74) CCN1C(=NCCCOC(C)C)N[C@@H](c2ccccc2)[C@H](C(=O)OC)[C@H]1C
→ 1.2%, i, 1.8
75) CN(c1ccccc1)S(=O)(=O)c1cccc(NC(=O)C2CCCO2)c1 (stereo unspecified)
→ 0.0%, i, 0.9
76) O=C(Nc1ccc(Cl)cc1)P(=O)(O)c1ccccc1
→ -0.4%, i, 0.9
77) CCCCCCN(C(=O)CCCN1C(=O)NC(c2ccc(-c3ccccc3)cc2)C(C(=O)OCc2ccccc2)=C1C)C(C)C(=O)NCCCC (stereo unspecified)
→ 0.3%, i, 0.6
78) CCN(CC)S(=O)(=O)c1ccc(CNC(=O)CN2C(=O)NC3(CCc4ccccc43)C2=O)cc1 (stereo unspecified)
→ 1.2%[50 µM], i, 1.0
79) O=C(O)c1cccc(Br)c1
→ 4.4%, i, 2.6
80) O=C(COC(=O)c1cccnc1Cl)NCCCc1ccccc1
→ 0.5%[50 µM], i, 1.5
81) CCCOc1ccc(/C(O)=C2/C(=O)C(=O)N(CCN3CCOCC3)C2c2ccccc2)cc1 (stereo unspecified)
→ 0.2%, i, 0.5
82) CCCCNC(=O)c1nn2c(C(F)(F)F)cc(-c3ccccc3)nc2c1Br
→ 0.3%, i, 0.5
83) COc1cccc(/C=C/C(=O)OCC(=O)c2ccc3c(c2)NC(=O)CO3)c1
→ 0.2%[50 µM], i, 0.4
84) CN(Cc1ccccc1F)C(=O)CCNC(=O)c1ccc(C(C)(C)C)cc1
→ -0.1%[50 µM], i, 0.3
85) O=C(c1ccc(Cl)nc1)N1CCN(S(=O)(=O)c2ccc3c(c2)OCCO3)CC1
→ 0.6%[50 µM], i, 0.0
86) COc1cccc2sc3cc(C#CC4(O)CCCCC4)ccc3c(=O)c12
→ -1.3%, i, 0.2
87) O=C(Cc1ccc(Cl)cc1)SCc1ccccc1
→ 0.1%, i, 1.4
88) CCN(C(=O)COC(=O)c1ccc(C=O)cc1)c1c(N)n(Cc2ccccc2)c(=O)[nH]c1=O
→ 0.7%[50 µM], i, 0.8

Compound profiles, as listed above. Values in the order: UTI89 phage lysis	Myeloid diff 2	Myeloid diff 2 GFP+ MAC1+ %
COc1cccc(/C=C/C(=O)OCC(=O)c2ccc3c(c2)NC(=O)CO3)c1 across the screens: 0.2%[50 µM]	i	0.4
O=C(c1ccc(Cl)nc1)N1CCN(S(=O)(=O)c2ccc3c(c2)OCCO3)CC1 across the screens: 0.6%[50 µM]	i	0.0
O=C(Cc1ccc(Cl)cc1)SCc1ccccc1 across the screens: 0.1%	i	1.4
CN(Cc1ccccc1F)C(=O)CCNC(=O)c1ccc(C(C)(C)C)cc1 across the screens: -0.1%[50 µM]	i	0.3
CCCCNC(=O)c1nn2c(C(F)(F)F)cc(-c3ccccc3)nc2c1Br across the screens: 0.3%	i	0.5
